FEN1 inh = qHTS Assay for the Inhibitors of Human Flap endonuclease 1 (FEN1); Recombinant FEN1 flap cleavage, fluorescence, 15 min; AID 588795, 2011; actives 0.35% (n = 390,000); P39748; Potency, µM (doses to about 114 µM), inactives show at the highest dose activity change, negative = inhibition, hits mostly inhibitors; also: nearly all actives have a fitted effect of over 65% in size
Target sequence (P39748 whole entry, looked up): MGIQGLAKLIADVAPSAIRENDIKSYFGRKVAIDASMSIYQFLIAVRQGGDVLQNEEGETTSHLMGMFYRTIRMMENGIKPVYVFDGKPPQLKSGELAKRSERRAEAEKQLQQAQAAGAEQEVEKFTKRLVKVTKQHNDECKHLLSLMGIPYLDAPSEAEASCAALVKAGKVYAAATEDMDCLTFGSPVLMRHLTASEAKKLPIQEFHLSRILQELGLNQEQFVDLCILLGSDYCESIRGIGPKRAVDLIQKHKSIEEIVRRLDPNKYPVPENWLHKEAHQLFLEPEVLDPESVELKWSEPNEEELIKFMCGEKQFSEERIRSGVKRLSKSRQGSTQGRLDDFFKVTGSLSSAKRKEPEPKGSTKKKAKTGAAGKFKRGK
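Enzyme 10 nM, 15 min RT preincubation with compound; start with substrate 50 nM final; reads at 0 and 15 min; qHTS titration, four-parameter Hill fit.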
N370S GC mod = qHTS Assay for Inhibitors and Activators of N370S glucocerebrosidase as a Potential Chaperone Treatment of Gaucher Disease | N370S GC spleen homogenate, 4MU-glucoside fluorescence | Potency, µM (titrated, usually from 59.4 µM), without a hit: at the top dose activity change, negative = inhibition, most hits filed as inhibitors | actives 0.092% (n = 330,000) | AID 2101, 2009;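 also: 0% = full enzyme activity and -100% = no enzyme basal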
KAT2A inh = qHTS Assay for Inhibitors of GCN5L2; GCN5L2 HAT assay, ThioGlo1 CoA-SH fluorescence; Potency, µM (titrated, usually from 58.9 µM), inactives show top-dose activity change, negative = inhibition, hits mostly inhibitors; actives 0.21% (n = 390,000)
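Preincubate 20nM GCN5L2 with compound 15 min, RT → add 50uM ThioGlo1 + 75uM H3(1-25) + 70uM acetyl-CoA → read fluorescence 0 and 20 min. Primary qHTS; fluorescent artifacts likely.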
Numbers without * were called inactive; ? = inconclusive; . = no result given; & = joins results of further samples; [ ] = dose if it differs, or a comment. Calls follow the shape of the dose curve; as a rule, active = well fitted curve in the direction sought with a large enough effect; inconclusive = small, poorly fitted or top-dose-only effect, or another doubt; inactive = no such curve, though single readings can be large; an effect the other way counts as inactive or inconclusive. Unless noted, % is scaled to controls: 0 for no effect and ±100 for the full control effect; potency is read from the fitted curve at half-maximal effect. An excerpt. The share of hits here may be higher or lower than overall.

compound	FEN1 inh	N370S GC mod	KAT2A inh
Cc1n[nH]c(C)c1S(=O)(=O)N1CCCC(C(=O)NCc2ccccc2Cl)C1 (stereo unspecified)	-2%	22%	-3%
COc1ccc(NC2CCCN(C(=O)c3cc(C)nc4cc(F)ccc34)C2)cc1 (stereo unspecified)	17%	-1%	-5%
CCOC(=O)c1sc(NC(=S)NC(=O)c2ccccc2)c(C(=O)OCC)c1C	6%	8%	-2%
O=C(Nc1ccccc1)N1CCN(Cc2ccccc2)CC1	-13%	.	-1%
O=C(Nc1cc(S(=O)(=O)N2CCCCC2)ccc1Oc1ccccc1)C1=COCCO1	-15%	?	-9%
Cc1ccc(C2NS(=O)(=O)N=C2N)cc1 (stereo unspecified)	-7%	11%	-1%
O=C1N[C@@H](Cc2ccccc2)C(=O)N2CCCC12 (stereo partly specified)	0%	-13%[136 µM]	1%
CCOC(=O)c1ccc(NC(c2ccc(N(C)C)cc2)P(=O)(OC(C)C)OC(C)C)cc1 (stereo unspecified)	9%	5%	-6%
O=[N+]([O-])c1ccccc1Oc1ccc(C(F)(F)F)cn1	2%	-12%	0%
CCN(CC(=O)NCc1ccc(Cl)cc1)C(=O)C1CCN(S(=O)(=O)c2ccc(OC)c(OC)c2)CC1	-1%	-1%	-2%
Cc1ccc2nc(SCC(=O)Nc3nonc3N)[nH]c2c1	-10%	-8%	-1%
COc1ccc(C(C#N)N2CCCCC2)cc1OC (stereo unspecified)	-9%	-5%	0%
COc1cccc(/C=C2/NC(=O)N(CC(=O)Nc3ccc(C)cc3)C2=O)c1OCc1cccc(C(=O)O)c1	?	1%	-26%
COc1ccc(/C=C/C(=O)NC(=S)Nc2ccc(C(=O)O)cc2)cc1	?	-15%	-11%
O=S(=O)(O)c1ccc(N=Nc2ccccc2)cc1	13%	0%	-10%
CC(Nc1ccc(Br)cc1)C(=O)Nc1cccc(S(=O)(=O)N2CCOCC2)c1 (stereo unspecified)	-20%	-23%	1%
CCc1ccc2oc(C(=O)NCC(c3ccc(Cl)cc3)N3CCOCC3)c(C)c2c1 (stereo unspecified)	-17%	.	-8%
COc1ccc(C(=O)Nc2ccc(Cc3ccncc3)cc2)cc1Br	5%	14%	-10%
CC/C(C)=N/N1C(=O)c2ccccc2NC1(C)CC (stereo unspecified)	-4%	6%	-23%
COc1ccc(OC)c(/C=C/C(=O)N(C)CC(=O)Nc2ccc(C)cc2)c1	0%	29%	-30%
COCc1c(C(=O)NC(C)c2ccc(S(N)(=O)=O)cc2)oc2ccccc12 (stereo unspecified)	14%	-15%	-21%
CC(C)(C)OC(=O)NCc1ccc(CNC(=O)c2nc[nH]c2C(=O)NCc2ccccc2)cc1	-27%	.	-7%
COc1cc(C(=O)N/N=C/c2ccc(OC(=O)c3ccccc3)c(OC)c2)ccc1O	-7%	-17%	-9%
COc1ccc(C2=NN(C(=O)c3ccc(Cl)c([N+](=O)[O-])c3)C(c3ccccc3)C2)cc1 (stereo unspecified)	6%	14%	-7%
CC1CCN(CC(O)COCCOc2ccc(Br)cc2)CC1 (stereo unspecified)	-4%	-1%	-6%
O=C(CCCCCCCCN1C(=O)c2ccccc2C1=O)N1CCOCC1	8%	4%	-5%
CN(c1nnc(N)s1)C1CCCCC1	-1%	-26%	1%
Nc1c(N(CCC2=CCCCC2)C(=O)Cc2ccc(F)cc2)c(=O)[nH]c(=O)n1Cc1ccccc1	8%	-16%	0%
CO/N=C/c1ccc(N2CCN(C(=O)c3cccc(C(F)(F)F)c3)CC2)c([N+](=O)[O-])c1	-19%	-8%	-21%
CC(C)(C)OC(=O)N1CCC(NC(=O)c2[nH]cnc2C(=O)Nc2cccc(Cl)c2)CC1	-5%	.	-2%

Among those listed so far, these contain a tert-butyl group.
compound	FEN1 inh	N370S GC mod	KAT2A inh
CC(C)(C)OC(=O)NCc1ccc(CNC(=O)c2nc[nH]c2C(=O)NCc2ccccc2)cc1	-27%	.	-7%
CC(C)(C)OC(=O)N1CCC(NC(=O)c2[nH]cnc2C(=O)Nc2cccc(Cl)c2)CC1	-5%	.	-2%

Full records, looked up by structure. Screens in order: FEN1 inh	N370S GC mod	KAT2A inh
O=[N+]([O-])c1ccccc1Oc1ccc(C(F)(F)F)cn1 is listed as 2%	-12%	0%
O=C(Nc1cc(S(=O)(=O)N2CCCCC2)ccc1Oc1ccccc1)C1=COCCO1 is listed as -15%	?	-9%

Following part:
compound	FEN1 inh	N370S GC mod	KAT2A inh
CCN1CCN(c2ncnc3scc(-c4ccc(C)c(C)c4)c23)CC1	17%	-1%	1%
O=C(Nc1nccs1)c1cccc(S(=O)(=O)N2CCCCC2)c1	-23%	3%	-3%
COc1ccc(-n2ncc3c(NC(C)C)ncnc32)cc1	-16%	7%	-4%
O=C(CSc1ccc2nnc(-c3ccccc3)n2n1)NCc1ccc2c(c1)OCO2	21%	-4%	-29%
CCOC(=O)C1(Cc2ccccc2)CCN(Cc2cc(OC)c3c(c2)OCO3)CC1	2%	-5%	-9%
CCOc1ccc(S(=O)(=O)Nc2ccccc2C(=O)Nc2ccccc2N2CCOCC2)cc1	1%	16%	-15%
O=C(N/N=C/c1ccccc1C(=O)O)c1ccncc1	-2%	-14%	0%
CCSCCOC(=O)C1=C(C)N(C)C(=O)NC1c1cc(OC)ccc1OC (stereo unspecified)	-6%	11%	-3%
CCCC[n+]1c2ccccc2cc2ccccc21	79µM*	?	?
COc1ccc2c(c1)C(=O)N(CCc1ccc(S(=O)(=O)NC(=O)NC3CCCCC3)cc1)C(=O)C2(C)C	15%	-6%	-1%
Cc1csc(NC(=O)c2cc[n+]([O-])cc2)n1	0%	-3%	-12%
COc1ccc(OC)c(NC(=O)CCN2CC(C)CC(C)C2)c1 (stereo unspecified)	4%	-7%	-6%
NC(=O)N1c2ccccc2C=Cc2ccccc21	-4%&-11%	-20%	-3%
Cc1cc(C(=O)OCC(=O)Nc2nccs2)c2ccccc2n1	14%	-10%	-26%
COc1cc(C(=O)OCC(=O)N2CCN(C(C)=O)CC2)ccc1OCC(C)C	5%	2%	-4%
CCOC(=O)c1ccc2c(c1)n(CC)c(/C=C/N(C)c1ccccc1)[n+]2CC	-10%	-21%	-17%
Cc1cc(OC(C)C(=O)NCCCN2CCOCC2)c2c(C)c(C)c(=O)oc2c1 (stereo unspecified)	-9%	-16%	-4%
O=C(Nc1cc(-c2ccccc2)[nH]n1)c1ccc(Cl)cc1	-8%	-5%&-19%	-4%&1%
O=C(CSc1nnc(Nc2ccccc2)s1)NC1CCCC1	4%	.	-2%
COC(=O)c1ccccc1NC(=O)c1sc(N)nc1C	-19%	3%	-8%
Cc1ccc(N2CC(NS(=O)(=O)c3cccs3)CC2=O)cc1 (stereo unspecified)	7%	-6%	0%
C/C(=N/Nc1ncc(Br)cn1)c1ccc([N+](=O)[O-])cc1	17%	-6%	-15%
O=C(NCCN1CCCCCC1)c1ccc(N2CCCC2=O)cc1	-17%	4%	-4%
CCc1ccc(NC(=O)c2noc3c2CCCCC3)cc1	-4%	3%	-4%
Cc1ccc(C(=O)C(C)OC(=O)c2n[nH]c(=O)c3ccccc23)cc1 (stereo unspecified)	-4%	?	-2%
CC1CCCCN1S(=O)(=O)c1ccc(C(=O)Nc2sc3c(c2C(N)=O)CC(C)(C)NC3(C)C)cc1 (stereo unspecified)	3%	.	-3%
CC1=C(C(=O)OC2CCCCCC2)C(c2ccc(Cl)cc2)CC(=O)N1 (stereo unspecified)	-17%	.	-16%
CCOc1cc(CNCCSc2nnnn2C)cc(Br)c1OCc1ccccc1	-23%	-20%	-19%
O=C(CN1CCN(c2ncccn2)CC1)N1CCCc2c1c(=O)oc1ccc(O)cc21	-2%	-8%	-2%
COc1cccc(Cn2c(=O)c(C)nc3cnc(Oc4cccc(Cl)c4)nc32)c1	.	9%	-5%

Some of the entries so far, with values ahead of the structure:
FEN1 inh	N370S GC mod	KAT2A inh	SMILES
4%	-7%	-6%	COc1ccc(OC)c(NC(=O)CCN2CC(C)CC(C)C2)c1 (stereo unspecified)
-4%&-11%	-20%	-3%	NC(=O)N1c2ccccc2C=Cc2ccccc21
14%	-10%	-26%	Cc1cc(C(=O)OCC(=O)Nc2nccs2)c2ccccc2n1
5%	2%	-4%	COc1cc(C(=O)OCC(=O)N2CCN(C(C)=O)CC2)ccc1OCC(C)C
-10%	-21%	-17%	CCOC(=O)c1ccc2c(c1)n(CC)c(/C=C/N(C)c1ccccc1)[n+]2CC

Next section
compound	FEN1 inh	N370S GC mod	KAT2A inh
Clc1ccc(OCCNCCc2ccccc2)cc1	3%	-9%	-15%
CC(C)(C)c1ccc(C(=O)NCCC(=O)N2CCC3(CC2)NCCc2[nH]cnc23)cc1	-7%	-2%	-20%
Cc1cccc(/C(N)=N/OC(=O)C23CC4CC(CC(C4)C2)C3)c1	-11%	9%	3%
CCOc1ccc2oc(C(=O)N3CCN(c4ccccc4OCC)CC3)c(C)c2c1	-17%	-11%	-29%
O=C(CSc1nc2ccccc2c(=O)n1NC(=O)c1ccccc1)c1ccc(Cl)cc1	-5%	13%	-8%
O=C(NNC(=S)NCCc1ccccc1)c1ccc(Br)s1	-13%	16%	1%
O=C(Cc1ccc(F)cc1)NC1CC(=O)N(c2ccc3c(c2)OCCO3)C1 (stereo unspecified)	-6%	.	0%
COc1ccc(CCNC(=S)N2CCN(S(=O)(=O)c3ccc(C)cc3)CC2)cc1	0%	-11%	-4%
Cc1cccc(N2CCN(C(=O)c3ccc(Nc4nc5ccccc5n5nnnc45)cc3)CC2)c1C	-5%	.	-16%
CCOC(=O)c1c(-c2ccc(OC)cc2)csc1NC(=O)CSc1ccccc1	-15%	-14%	-9%
O=C(c1ccccc1Cl)N(Cc1ccco1)Cc1ccco1	9%	.	-15%
CCOC(=O)c1cnc(SCC(=O)Nc2ccccc2C(=O)OC)nc1N	-6%	?	-7%
Cc1ccc(NC(=O)C2CCN(c3nnc(-n4cccc4)s3)CC2)cc1Cl	20%	.	-11%
CCN(CC)S(=O)(=O)c1cc(NC(=O)[C@@H](NC(N)=O)C(C)C)ccc1C	-5%	-3%	-7%
NC(=O)Cn1c(=O)n(CCCCCC(=O)NCc2ccccc2Cl)c(=O)c2sccc21	-1%	.	-6%
COc1ccccc1N1CCN(C(=O)CCCCCn2c(=O)[nH]c3ccsc3c2=O)CC1	-13%	-1%	-1%
CC(=O)c1cc(-c2ccc(F)cc2)n(CC(=O)Nc2cc(C)cc(C)c2)c1C	-3%	.	-5%
